HIF act: HIF pathway transcriptional activation. U2OS HRE-luciferase reporter, luminescence; normalized: DMSO 0%, desferrioxamine 100%. activation, % at 7.5 µM (by protocol). 300,000 tested, 0.32% active. AID 1910;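 active = mean activation of at least 10% of the iron chelator positive control signal, with at least half of replicates also reaching 10%; inconclusive = mean and replicate majority disagree about reaching 10%; inactive = mean and most replicates under 10%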
GSK3B inh: blocks human GSK3beta kinase activity; GST-GSK3beta kinase, ADP-Glo luminescence, 60 min; stronger effect = lower value; P49841; activity score (negative = inhibition), % at 10 µM; 300,000 tested, 0.038% active;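 active = more than half of replicate wells score below -50%, meaning over 50% inhibition versus plate controls; inconclusive = some replicates but at most half score below -50%; inactive = no replicate scores below -50%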;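 note: 0% = median DMSO wells and -100% = median GW8510 positive control wells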
Target sequence (P49841 whole entry, looked up): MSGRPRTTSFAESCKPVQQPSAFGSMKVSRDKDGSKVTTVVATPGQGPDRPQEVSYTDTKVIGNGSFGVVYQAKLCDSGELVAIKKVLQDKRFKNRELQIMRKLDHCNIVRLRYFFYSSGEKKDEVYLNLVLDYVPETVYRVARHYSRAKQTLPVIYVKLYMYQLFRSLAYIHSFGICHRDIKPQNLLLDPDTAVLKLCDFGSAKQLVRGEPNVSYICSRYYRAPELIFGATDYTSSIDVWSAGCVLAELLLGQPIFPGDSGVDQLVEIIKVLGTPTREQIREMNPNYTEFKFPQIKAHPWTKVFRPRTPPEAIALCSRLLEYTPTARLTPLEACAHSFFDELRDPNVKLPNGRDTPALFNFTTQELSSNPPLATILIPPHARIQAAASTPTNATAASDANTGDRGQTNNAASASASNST
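Assay system: GST-tagged human GSK3beta kinase, cell-free; Input: 1.6 ng GSK3beta; Medium: Tris/MgCl2 kinase buffer; Timing: 60 min enzyme reaction, room temperature; Signal: ADP-Glo luminescence quantifying ADP generated by kinase; Evaluation: score relative to plate controls; Benchmarks: DMSO neutral wells and GW8510 at 20 µM as positive.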
HSF1 inhib: HSF1 inhibition; NIH3T3-HGL HSE-luciferase, MG132-induced, luminescence 8 h; stronger effect = lower value; activity change, negative = inhibition, % at 7.5 µM (by protocol); 300,000 tested, 0.77% active; AID 2098;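 active = more than half of replicate wells show activity change below -50%, luminescence cut by over half; inconclusive = some wells, but at most half, below -50%; inactive = no replicate well below -50%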;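 note: luciferase reports HSF-1 transcriptional activity via heat shock element; 0% = median of DMSO wells and -100% = zero luminescence signal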
HSF-1 act: increases HSF-1 driven luciferase reporter signal; 300,000 tested, 1.7% active; NIH3T3-HGL HSF-1 luciferase reporter, MG132, 8 h; 100% = twice DMSO control signal; activation, % at 9 µM; AID 504408;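 active = mean replicate activation of at least 50% with a set share of replicates each reaching 50%; inconclusive = only one of those two conditions met; inactive = mean below 50% and too few replicates reaching it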;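 note: 0% = median of the neutral control wells and 100% = twice that signal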
aSyn 5UTR inh: 5' untranslated region of α-synuclein, MLPCN primary screen | alpha-synuclein 5'UTR reporter, inhibitor activity | inhibition, % (tested at 7.5 µM) | 300,000 tested, 0.82% active | AID 1813; in the data active = inhibition above about 60%; inconclusive = no clear call, values can overlap the other calls;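 note: H4 neuroglioblastoma cells stably carrying SNCA 5'UTR luciferase fusion; 0% = DMSO wells and 100% = positive control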
KLF5 inhibitor: kruppel-like factor 5 inhibition | DLD-1 KLF5 promoter-luciferase reporter, luminescence | inhibition, % at 5 µM | 290,000 tested, 0.23% active | AID 1700;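 active = inhibition above a per-plate limit of that plate's mean compound inhibition plus 3 SD, cut at about 60% in these data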;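 note: 0% = DMSO wells and 100% = LY294002 at 200 µM; higher means less KLF5 promoter-driven luciferase light; inactives centre near -14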
HSP90 inh: inhibitors of HSP90 luciferase refolding in rabbit reticulocyte lysate. luciferase refolding luminescence, 3 h. inhibition, % at 5.6 µM. 290,000 tested, 0.91% active. AID 1789;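 active = inhibition above the screen-wide mean plus 3 SD, computed separately per campaign, cut at about 16% in these data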;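 note: 0% = DMSO wells and 100% = 60 µM geldanamycin wells; inhibitors lower the luminescence because luciferase stays unfolded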
GSK3 alpha inh: inhibitors of human GSK-3 alpha kinase. P49840. ADP-Glo luminescence, 60 min. inhibition, % at 10 µM. 320,000 tested, 0.1% active. AID 2650;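 in the data active = inhibition above about 50%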;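 note: GST-tagged GSK-3 alpha with peptide substrate and 25 µM ATP; 0% = DMSO neutral wells and 100% = GW8510 positive control wells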
Target sequence (P49840 whole entry, looked up): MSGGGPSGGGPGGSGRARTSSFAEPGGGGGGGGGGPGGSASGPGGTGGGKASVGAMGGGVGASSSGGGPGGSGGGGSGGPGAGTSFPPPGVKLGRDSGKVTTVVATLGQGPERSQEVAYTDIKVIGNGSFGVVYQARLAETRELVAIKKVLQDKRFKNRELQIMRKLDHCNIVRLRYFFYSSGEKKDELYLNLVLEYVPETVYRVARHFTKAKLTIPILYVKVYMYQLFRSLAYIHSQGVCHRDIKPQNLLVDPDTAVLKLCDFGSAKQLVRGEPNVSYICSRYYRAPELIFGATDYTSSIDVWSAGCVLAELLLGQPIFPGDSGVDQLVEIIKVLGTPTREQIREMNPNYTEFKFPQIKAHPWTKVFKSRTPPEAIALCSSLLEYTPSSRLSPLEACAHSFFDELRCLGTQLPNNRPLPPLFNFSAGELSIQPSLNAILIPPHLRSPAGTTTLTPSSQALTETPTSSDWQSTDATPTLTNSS
AI-2 QS mod: Vibrio harveyi AI-2 quorum sensing modulation. AID 2094. 300,000 tested, 0.4% active. Vibrio harveyi JMH597 AI-2 luminescence/OD600 ratio, 9 h; stronger effect = lower value; strain lacks LuxN and CqsS sensors; 0 = neutral-control median. activity change, % at 7.5 µM; in the data active = activity change below about -75%, passing the limit was not always enough; inconclusive = no clear call, values can overlap the other calls;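 note: luminescence divided by OD600 gain over 9 h not by final OD600 alone; inactives centre near 13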
IEC-6 tox: counter-screen for KLF5 inhibitors: cytotoxicity in IEC-6 cells; AID 1825; inhibition, % at 5 µM; 290,000 tested, 0.78% active; IEC-6 cytotoxicity, luminescence viability; in the data active = inhibition above about 22%;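 note: 0% = plate median of test compound wells and 100% = cytotoxic reference compound wells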
* hit, by the source's call; u = inconclusive; x = not tested or not shown.

SMILES	HIF act	GSK3B inh	HSF1 inhib	HSF-1 act	aSyn 5UTR inh	KLF5 inhibitor	HSP90 inh	GSK3 alpha inh	AI-2 QS mod	IEC-6 tox
C/C(=N\OC(=O)c1cccc(C)c1)c1sc(-c2ccccc2)nc1C	3.0	0	14	44	-147	-6	-4	0	19	-1
N/N=C(/Cc1nc2ccccc2[nH]1)c1ccc([N+](=O)[O-])cc1	3.9	0	24	34	-75	-19	4	11	37	1
COCCn1c(SC(C)C(=O)NC2CC2)nnc1-c1cccc(C)c1 (stereo not drawn)	-0.2	5	0	0	3	x	x	-1	-12	x
COc1ccc(NS(=O)(=O)c2c(C)n(C)c(=O)n(C)c2=O)cc1	0.6	0	-3	-18	-7	-30	5	0	13	1
Fc1ccc(COc2ccc(-c3nnco3)cc2)c(Cl)c1	2.2	0	29	41	-96	-62	-4	3	10	1
O=C(Cc1ccc([N+](=O)[O-])cc1)N1CCc2ccccc2C1	-0.2	-1	9	15	-10	-2	1	-4	20	-5
Cc1[nH]c2ccccc2c1SCC(=O)N1CCCCC1	-1.1	-1	1	-5	-14	-34	0	1	31	-4
O=C(N/C(=C/c1cccc([N+](=O)[O-])c1)C(=O)N1CCOCC1)c1ccccc1Br	0.0	2	-3	-4	-2	2	4	-1	2	8
c1cc(-n2nnc3cnccc32)ccn1	0.2	-1	-6	x	-7	-26	-5	3	-10	-3
CC(C)NC(=O)CSc1nnc(C2CC2)n1-c1ccccc1	-0.2	-18	4	37	-1	-34	-1	-2	19	-2
O=[N+]([O-])c1ccc(/C=N\NS(=O)(=O)c2ccc(F)cc2)o1	-0.2	3	5	9	-9	-15	-2	1	-7	-4
Cc1cccc(N=C2NC(=O)CS2)c1	0.6	0	-1	-8	4	-6	2	-2	11	4
COC(=O)C1=C(C)N(C)C(=S)NC1c1ccc(OC)cc1OC (stereo not drawn)	-0.3	1	14	10	-11	2	-2	-1	4	-3
O=C(CN1C(=O)c2ccccc2C1=O)Oc1ccc(Cl)cc1	-0.8	5	4	28	-1	-8	-1	-3	0	3
CC(=O)Nc1cccc(NC(=S)Nc2cccc3ccccc23)c1	0.4	2	-16	-8	-116	-106	6	-2	16	6
Cc1cccc2nc(-c3ccco3)c(Nc3ccc4c(c3)OCO4)n12	0.8	1	4	10	18	-12	2	x	21	-10
CN(C)S(=O)(=O)c1cccc(C(=O)OCC(=O)N2c3ccccc3NC(=O)C2(C)C)c1	-0.5	0	2	14	-4	6	1	0	1	-3
C=CCC(Nc1ccccc1)c1cccc(OC)c1OC (stereo not drawn)	0.2	1	5	-3	-46	-18	-3	0	21	-5
COC(=O)c1sccc1NC(=O)Nc1cccc(C(C)=O)c1	x	1	x	x	x	-22	-6	4	-2	1
CC(C)C(C)NC(=O)CSc1nc2scc(-c3ccco3)c2c(=O)n1-c1ccccc1 (stereo not drawn)	-0.4	1	15	22	12	6	-3	0	12	5
CCCCN1CCN=C1Nc1ccccc1	0.2	-1	-1	-9	-11	16	-6	3	17	-5
O=C(C1CCC1)N1CCN(c2ccc(C(F)(F)F)cc2[N+](=O)[O-])CC1	0.3	5	2	2	11	3	5	x	36	6
CCOc1ccc(NC(=O)N[C@@H](Cc2ccccc2)C(=O)O)cc1	0.2	-2	5	12	12	-12	0	-2	13	1
O=[N+]([O-])c1ccc(N2CCN(S(=O)(=O)Cc3ccccc3)CC2)cc1N1CCOCC1	-33	-3	-3	-1	-3	2	3	4	-13	4
COc1ccccc1CNC(=O)CN1C(=O)c2cccc(N)c2C1=O	1.9	-4	12	20	-65	-80	2	12	8	-4
CN(C)CC(C)(C)CNS(=O)(=O)c1ccc(OC(F)(F)F)cc1	-0.3	-2	-4	-5	4	-12	-7	-2	4	-4
Cc1cc(C2C(C#N)=C(N)SC(N)=C2C#N)c(C)s1	-2.7	1	6	14	-4	-12	-3	8	2	-2
COc1cc(CNCCN2CCOCC2)ccc1OCc1cccc(Cl)c1	-0.1	0	7	22	-25	-31	-3	-1	-1	1
O=C(O)c1ccc(N/N=C/c2ccc(OC(=O)c3ccccc3Cl)cc2)cc1	-1.5	-1	-55*	-56	u	-23	36*	-1	41	1
O=C(NN1C(=O)C2C(c3ccccc3)C=CC(c3ccccc3)C2C1=O)c1ccncc1 (stereo not drawn)	-0.4	-1	1	-15	5	-8	1	-3	25	-6
CCN(CC)CCCN(Cc1cc2cc(OC)ccc2[nH]c1=O)C(=O)Nc1ccccc1	0.4	1	-12	-28	2	3	0	-2	17	12
Cc1ccc(CNC2=NCCCCC2)n1C	-0.2	-1	0	5	-23	-3	-1	0	-3	-2
C=C(C)c1sc(-c2ccccc2)nc1C	0.1	1	-2	-17	-22	x	x	-1	14	x
O=C1c2ccccc2C(=O)N1CC(=O)N1c2ccccc2Sc2ccc(C(F)(F)F)cc21	-0.6	2	10	14	17	0	2	-3	23	16
CCc1ccc(-c2cc(C)no2)cc1S(=O)(=O)N1CCN(C(=O)c2ccco2)CC1	-0.1	1	11	29	-1	11	2	-2	18	-5
Cc1noc(C)c1S(=O)(=O)Nc1ccc(C(=O)N2CCC(C)CC2)cc1	-0.8	5	-2	-3	34	-14	-4	-1	3	5
CCOc1ccc(NC(=O)CNC(=O)c2ccc(OC)c(OC)c2)cc1	-0.4	1	-3	3	-8	-8	-2	1	17	1
Cc1ccc(SCCNC(=O)/C=C/c2ccccc2Cl)cc1	-0.4	3	1	-3	24	-5	3	-8	27	1
O=S(=O)(CCCc1ccccc1)c1ncn[nH]1	x	-1	x	x	x	-8	0	-5	13	-2
CC12CCC(C(=O)NCc3ccccn3)(OC1=O)C2(C)C (stereo not drawn)	0.1	1	2	28	-5	-13	3	1	12	-5
CCOc1cccc(NC(=O)C2CC(=O)N(C)C2)c1 (stereo not drawn)	0.1	1	-1	7	7	-13	1	-2	-1	-6
O=C(Nc1ccc2c(c1)OCO2)Nc1ccccc1F	2.9	-2	10	29	-136	-109	4	-3	-4	13
CNC(=O)COc1ncnc2sc(C)c(C)c12	-0.2	1	-2	-23	20	14	2	-1	5	-2
CC(C)(C)c1cc2nc3c(c(=O)n2[nH]1)CN(Cc1ccccc1)C3=O	0.3	3	-31	-45	-6	6	-1	-3	17	-6
O=[N+]([O-])c1cccc(C(=S)N2CCN(c3ccccc3)CC2)c1	0.2	0	-3	4	10	-2	-5	-2	17	-5
O=C(Nc1cc(S(=O)(=O)N2CCCC2)ccc1Cl)C1=COCCO1	0.0	0	-2	29	26	-40	3	-1	1	-7
Cc1ccc(-n2c(-c3ccccc3)n[nH]c2=S)c(C)c1	-0.1	-1	5	-9	-8	-38	-4	-2	-1	-4
CSc1ccc(/C=N/S(=O)(=O)c2ccccc2)cc1	-0.4	0	-13	-5	-10	-9	-1	0	16	1
O=C(Cc1ccc(-c2ccccc2)cc1)OCC(=O)N1CCCC1=O	-0.4	-1	-5	-8	11	7	2	-1	12	2
COc1ccccc1NC(=O)C1CCCCC1	2.3	1	-2	-2	-11	-36	2	2	37	-3
CC(C)COCC(O)CC(Cc1ccccc1)C(=O)NN (stereo not drawn)	-0.7	2	1	-1	-16	-22	0	0	16	-4
CC(=O)N/C(=C/c1ccc2c(c1)OCO2)C(=O)NCC(=O)O	0.2	4	1	-15	-25	-8	-1	-2	11	-2
O=C(COc1ccc(-n2cnnn2)cc1)NCCc1ccc(F)cc1	-0.4	-2	-5	-9	-2	-31	5	-1	-2	5
COc1cc(NC(=O)CS(=O)(=O)c2ccccc2)cc(OC)c1OC	0.1	3	-4	-2	-27	-29	-2	-3	17	-1
O=c1oc2cc(OCc3nn[nH]n3)ccc2c2c1CCCC2	-0.9	4	-3	14	-24	2	0	-2	21	10
CCc1nnc(NC(=O)C2CCCN2S(=O)(=O)c2ccc(C)cc2)s1 (stereo not drawn)	-0.5	-3	-6	-25	7	32	1	2	19	10
O=C(C[n+]1cc(-c2ccc(Cl)c(Cl)c2)n2c1CCC2)OCc1ccccc1	-0.5	1	-9	-7	-3	6	0	0	30	0
Nn1cnc2scc(-c3cccs3)c2c1=O	0.2	-1	-3	6	12	1	-2	-9	5	-3
CCCCn1c(N)c(N(CCOC)C(=O)COC(=O)CCOc2ccccc2)c(=O)[nH]c1=O	-0.6	2	1	11	3	x	x	1	19	x
COc1ccc(/C=C/C(=O)NC(=S)Nc2ccc(Br)cn2)cc1	2.6	0	14	21	-13	-65	-2	-1	-5	-6

(more compounds)
SMILES	HIF act	GSK3B inh	HSF1 inhib	HSF-1 act	aSyn 5UTR inh	KLF5 inhibitor	HSP90 inh	GSK3 alpha inh	AI-2 QS mod	IEC-6 tox
CCOCCCN(CCC#N)C(=O)C1CCN(S(=O)(=O)c2ccc(-n3cnnn3)cc2)CC1	-2.0	2	-1	1	-9	-5	-2	-1	10	-4
Cc1ccc(-c2cc(C(=O)N3CCN(c4ccccc4O)CC3)c3ccccc3n2)cc1	2.3	1	11	17	-29	x	x	-2	14	x
COc1cc(-c2nnc(-c3ccc(S(=O)(=O)c4ccccc4)cc3)o2)cc(OC)c1OC	0.6	0	2	20	2	15	1	x	28	-1
Cc1cccn2cc(CCNS(=O)(=O)c3cccs3)nc12	0.1	-5	1	0	-39	-19	2	-1	9	1
CCc1ccc(-c2cn(C3CCCCC3)c(=S)[nH]2)cc1	2.6	4	12	21	-127	-82	2	-1	-1	8
Nc1nc[nH]c(=O)c1N=Cc1ccccc1	0.1	-3	-7	11	-6	5	2	5	-8	-6
Cc1ccccc1NC(=O)NCCCN1CCN(c2ccccc2)CC1	0.1	3	-13	-15	0	10	13	1	31	0
Cc1ccc(S(=O)(=O)N2CCCCC2)cc1NC(=O)COC(=O)Cc1cccc2ccccc12	-2.5	-4	-2	14	7	-31	4	-1	16	-5
CCCN1C(=O)COc2ccc(C(=O)c3ccccc3C(=O)O)cc21	-0.2	1	2	-10	9	-6	0	-1	34	-6
COc1ccc(CCN=C(N)NS(=O)(=O)c2cccs2)cc1OC	-0.3	-1	-4	8	8	-16	2	5	9	0
COc1ccc(/C=C2/SC(=S)N(CCCC(=O)Nc3ccc(O)cc3)C2=O)cc1	-2.3	-7	-30	-31	68*	17	2	-1	22	0
Cc1ccc(CCNC(=O)c2cc(-c3ccncc3)nc3ccc(S(=O)(=O)N4CCOCC4)cc23)cc1	0.2	3	-5	5	-5	2	1	1	5	4
CCCCCCN1CC(=O)N2Cc3[nH]c4ccccc4c3C[C@H]2C1=O	1.3	-2	-1	18	5	0	5	-3	-2	11
Cc1cc(C)nc(SCC(=O)O)n1	-0.1	-2	-29	-35	15	-10	-1	3	20	0

Source: PubChem
